EPAC1 ag: agonists of human EPAC1; AID 720707; EPAC1 agonist qHTS, biochemical assay; response scale: 100% = response to 6.5 mM cAMP; 360,000 tested, 0.073% active; O95398; Potency, µM (top dose mostly 154 µM), without a hit: at the top dose activation, usual class: activators; further: potency means the concentration at half of the fitted maximal effect; nearly all actives have a fitted effect of over 60% in size
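Multi-concentration qHTS readout: loss of Rap1B-bound BODIPY-GDP fluorescence driven by 100 nM EPAC1 with excess GDP (50 uM), monitored kinetically at room temperature; agonist response expressed relative to 6.5 mM cAMP.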
EPAC2 antag: antagonists of human EPAC2; EPAC2 GEF exchange of Rap1B-BODIPY-GDP, fluorescence; Potency, µM (highest dose often 114 µM), for the others: top-dose activity, negative = inhibition, hits mostly inhibitors; 360,000 tested, 0.18% active; AID 720708; further: potency means the concentration at half of the fitted maximal effect; on the % scale 0 is the no-effect control and ±100 the full control effect; nearly all actives have a fitted effect of over 45% in size; many of its hits are not listed in these tables
CCT modulator: changes cytosolic chaperonin activity; AID 651819; 360,000 tested, 0.3% active; activity change, % (no concentration beside the values), hits read low; purified chaperonin ATPase assay, HTRF ADP detection, 30 min; in the data active means activity change below about -30%; further: on the % scale 0 is the no-effect control and ±100 the full control effect
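First, chaperonin was dispensed at 40 nM or 20 nM final depending on batch activity. Next, compounds were pinned at 76 uM and ATP added at 10 uM. After 30 min at 37 °C, ADP detection reagents ran 30 min at ambient temperature.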
Mm-Cpn inhibitor: inhibitors of Methanococcus maripaludis chaperonin (MmCpn). purified Mm-Cpn ATPase, ADP Transcreener TR-FRET. Potency, µM (top dose mostly 76.9 µM), inactives show at the highest dose activity, negative = inhibition, most hits filed as inhibitors. 330,000 tested, 0.031% active; further: potency means the concentration at half of the fitted maximal effect; on the % scale 0 is the no-effect control and ±100 the full control effect; nearly all actives have a fitted effect of over 80% in size
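Purified archaeal Mm-CPN (25nM final) preincubated 10 min at 37degC with compound, then 10uM ATP for 30 min at 37degC; ADP measured by HTRF Transcreener TR-FRET; buffer 30 mM TRIS pH 7.4, 100mM KCl, 5mM MgCl2, 1mM DTT.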
WRN helicase inh: inhibitors of human WRN helicase; Q14191; WRN helicase unwinding, fluorescent forked duplex, kinetic; Potency, µM (highest dose often 114 µM), without a hit: at the highest dose activity change, negative = inhibition, hits mostly inhibitors; 360,000 tested, 0.46% active; AID 651768; further: potency means the concentration at half of the fitted maximal effect; on the % scale 0 is the no-effect control and ±100 the full control effect; nearly all actives have a fitted effect of over 55% in size
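Screening of the MLSMR collection measured strand separation of a quenched forked DNA duplex (100 nM) by 20 nM WRN with 2 mM ATP, all final. Compounds were preincubated with enzyme 15 min at room temperature.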
PI5P4Ka inh: PI5P4K alpha (human) kinase inhibition. P48426. PI5P4Kalpha enzyme, ADP-Glo luminescence, 60 min; active compounds read low. max response, %. 330,000 tested, 1.2% active; active means max response of -50% or lower; inconclusive means between -30% and -50%; inactive means -30% or higher; further: value at the top dose of about 77 µM; on the % scale 0 is the no-effect control and ±100 the full control effect
Target sequence (P48426 whole entry, looked up): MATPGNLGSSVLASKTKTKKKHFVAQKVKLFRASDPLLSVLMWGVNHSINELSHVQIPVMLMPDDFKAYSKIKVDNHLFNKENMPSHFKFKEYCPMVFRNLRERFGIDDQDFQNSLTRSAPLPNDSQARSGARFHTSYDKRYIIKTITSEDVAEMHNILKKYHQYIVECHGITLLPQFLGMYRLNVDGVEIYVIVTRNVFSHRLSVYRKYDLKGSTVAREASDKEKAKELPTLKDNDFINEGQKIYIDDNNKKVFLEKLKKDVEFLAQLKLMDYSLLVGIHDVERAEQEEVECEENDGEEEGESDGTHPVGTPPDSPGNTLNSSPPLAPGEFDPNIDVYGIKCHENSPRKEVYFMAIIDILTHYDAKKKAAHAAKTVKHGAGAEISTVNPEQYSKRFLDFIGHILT
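Compounds were pin-transferred onto PI5P4Kalpha and substrate in HEPES pH 7.4 buffer with EGTA, CHAPS and 5% DMSO. ATP (5 microM final) started the reaction, which ran 60 minutes at room temperature before ADP-Glo detection.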
EPAC1 antag: blocks human EPAC1 exchange factor. AID 720709. 360,000 tested, 0.14% active. EPAC1 GEF assay, Rap1b-BODIPY-GDP exchange fluorescence. Potency, µM (series often up to 115 µM), for inactives: top-dose activity change, negative = inhibition, most hits filed as inhibitors;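 further: potency means the concentration at half of the fitted maximal effect; plate controls were vehicle for no effect and positive control for full effect; nearly all actives have a fitted effect of over 50% in size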
PLK1 PBD block: inhibitors of human PLK1 polo-box domain binding | P53350 | Plk1 PBD binding of FITC phosphopeptide, fluorescence polarization | Potency, µM, for inactives: max response, negative = inhibition, most hits filed as inhibitors | 360,000 tested, 2.8% active; further: potency means the concentration at half of the fitted maximal effect; series mostly up to about 57 µM; on the % scale 0 is the no-effect control and ±100 the full control effect; nearly all actives have a fitted effect of over 65% in size
Target sequence (P53350 whole entry, looked up, the tested form may be a part): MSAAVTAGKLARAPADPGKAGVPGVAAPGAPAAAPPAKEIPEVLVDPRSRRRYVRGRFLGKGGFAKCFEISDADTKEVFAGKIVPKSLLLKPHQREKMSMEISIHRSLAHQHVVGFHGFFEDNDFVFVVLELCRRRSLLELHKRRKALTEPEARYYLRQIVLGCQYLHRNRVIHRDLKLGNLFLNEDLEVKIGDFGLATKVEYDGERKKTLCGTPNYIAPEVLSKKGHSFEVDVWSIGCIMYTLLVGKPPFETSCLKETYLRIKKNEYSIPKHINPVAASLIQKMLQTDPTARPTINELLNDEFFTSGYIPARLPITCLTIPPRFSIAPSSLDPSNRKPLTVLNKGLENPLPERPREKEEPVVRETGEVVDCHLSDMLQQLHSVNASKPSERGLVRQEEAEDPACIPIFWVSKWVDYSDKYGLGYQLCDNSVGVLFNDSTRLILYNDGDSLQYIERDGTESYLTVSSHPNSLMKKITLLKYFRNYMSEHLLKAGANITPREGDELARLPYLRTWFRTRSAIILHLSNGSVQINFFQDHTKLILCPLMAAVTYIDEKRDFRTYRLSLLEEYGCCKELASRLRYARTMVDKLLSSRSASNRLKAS
Starred values were filed as active, the others as inactive; ? = inconclusive; · = no result given; [ ] = dose if it differs, or a comment. Unless noted, the call rests on the fitted dose curve; in most records, active means well fitted curve in the direction sought with a large enough effect; inconclusive means small, poorly fitted or top-dose-only effect, or another doubt; inactive means no such curve, though single readings can be large; an effect the other way counts as inactive or inconclusive. This is a subset; rates above refer to the full screens.

Start of the data: the first three compounds, to show the layout:
SMILES | EPAC1 ag | EPAC2 antag | CCT modulator | Mm-Cpn inhibitor | WRN helicase inh | PI5P4Ka inh | EPAC1 antag | PLK1 PBD block
O=c1[nH]cncc1OCc1ccccc1 | -1% | 13% | -26 | · | 3% | 2 | -7% | 2%
CCS(=O)(=O)n1nc(-c2ccccc2)nc1SC | 8% | 4% | -0.4 | -4% | -5%[57.1 µM] | · | 7% | 1%
Cc1ccc(NC(=O)N2CCCC2C(=O)NCc2cccs2)cc1 (configuration not stated) | -3% | 4% | -0.4 | 0% | -7% | 1 | 0% | 1%

This part in full, from the start:
SMILES | EPAC1 ag | EPAC2 antag | CCT modulator | Mm-Cpn inhibitor | WRN helicase inh | PI5P4Ka inh | EPAC1 antag | PLK1 PBD block
O=c1[nH]cncc1OCc1ccccc1 | -1% | 13% | -26 | · | 3% | 2 | -7% | 2%
CCS(=O)(=O)n1nc(-c2ccccc2)nc1SC | 8% | 4% | -0.4 | -4% | -5%[57.1 µM] | · | 7% | 1%
Cc1ccc(NC(=O)N2CCCC2C(=O)NCc2cccs2)cc1 (configuration not stated) | -3% | 4% | -0.4 | 0% | -7% | 1 | 0% | 1%
CCN(CC)C(=O)Cn1cc(C(=O)C(=O)N2CCN(c3ccc(OC)cc3)CC2)c2ccccc21 | -7% | 7% | 0.9 | 1% | -5%[57.1 µM] | -2 | 16% | -1%
CCn1cc(Br)c(C(=O)Nc2ccc(OC)cc2)n1 | 1% | 0% | 0.1 | 1% | 1%[57.1 µM] | · | 2% | -1%
Cc1cc(C)cc(OC(=O)N2CCOCC2)c1 | -2% | 2% | -4.4 | 0% | 8% | 5 | 3% | -27%
CCc1cc(-c2ccc3c(c2)COc2c4ccccc4nn2-3)on1 | 2% | 12% | -2.0 | · | 0% | -3 | 5% | -6%
CCN(C[C@H]1N[C@@](Cc2ccccc2)(C(=O)OC)[C@H]2C(=O)N(Cc3ccccc3)C(=O)[C@@H]12)C(=O)NC(C)C | 13% | 2% | 0.1 | -1% | -7% | 9 | 22% | -4%
Cc1cccc(C(=O)N2CCC(=O)N([C@H](COCc3cccc(C(F)(F)F)c3)Cc3ccccc3)CC2)c1 | -21% | ? | -0.7 | · | -6% | 17 | -14% | 8%
O=C1N(Cc2cccnc2)C[C@@H]2C[C@@H](c3ccc(-c4ccccc4)cc3)N3CCC[C@@]123 | -2% | 3% | 2.3 | -1% | -2% | -14 | -21% | -13%
CC(C)NC(=O)C1CC(=O)N(c2ccc(F)c(Cl)c2)C1 (configuration not stated) | 2% | 6% | 0.1 | 0% | 11% | -3 | 2% | 1%
Cc1c(C(=O)Nc2ccc(F)cc2)oc2ccc(S(=O)(=O)N3CCCC3)cc12 | -13% | 4% | -1.3 | -15% | 1% | -3 | -4% | -3%
COc1ccc(N2CCN(C(=O)[C@@H](NC(=O)c3ccccc3Cl)C(C)C)CC2)cc1 | 1% | 0% | 0.2 | -3% | 3% | -1 | 10% | 6%
O=C(Nc1ccccc1)Nc1nnc(Cc2ccc([N+](=O)[O-])cc2)s1 | -5% | 3% | -5.0 | 3% | -3% | 5 | -1% | -2%
CCc1cc(=O)oc2cc(C)cc(OC(C)C(=O)NCCCN3CCOCC3)c12 (configuration not stated) | 7% | 6% | 1.0 | -6% | -8% | -1 | -4% | ?
CC(Oc1cccc(Cl)c1)C(=O)NCCCCc1ccccc1 (configuration not stated) | 4% | 0% | 0.5 | 1% | -9% | -4 | 2% | 0%
C=CCOc1c(Cl)cc(CNCCCN2CCOCC2)cc1OC | -3% | 9% | 0.3 | 1% | -4% | -24 | 8% | 21µM*
O=C(NCCN1CCOCC1)C1CCC(=O)N1Cc1ccc(F)cc1 (configuration not stated) | 4% | 8% | 0.1 | -1% | -3% | · | 0% | 0%
COc1ccc(CC(=O)Nc2ccc(N3CCN(c4ccc(OC)cc4)CC3)c(C#N)c2)cc1 | 3% | -1% | -4.8 | -5% | 0% | -5 | -11% | ?
CCOC(=O)c1c(N)sc2c(OC)c(Br)ccc12 | 18% | -5% | -1.7 | · | -12% | -4 | ? | -8%
COC(=O)N1CCCCC1c1cc(C(=O)Nc2ccc3c(c2)OCO3)no1 (configuration not stated) | 5% | -1% | -0.5 | · | -2% | 10 | 5% | -2%
COCCN(C(=O)Nc1ccccc1)c1ccccc1 | -10% | 5% | -1.3 | 1% | -3% | 3 | 3% | -7%
CN(CCCn1cnc2c(OCc3ccccc3)ncnc21)Cc1ccco1 | 6% | -8% | -1.6 | · | 6% | -2 | 7% | 4%
O=C(Nc1cccc(Cl)c1)OCCOCCOC(=O)Nc1cccc(Cl)c1 | 0% | -18% | -0.2 | · | -1% | 24 | -17% | 10%
CCOc1ccc(C(=O)CN2CCN(S(=O)(=O)c3ccc(OC)cc3)CC2)cc1 | -16% | -1% | -2.9 | 2% | -32%[57.1 µM] | 3 | -25% | -8%
O=C(OCc1nnc(-c2ccccc2)o1)c1ccco1 | 4% | -5% | -0.1 | 1% | -1% | -10 | 9% | 1%
O=C(COC(=O)c1cc(Br)ccc1O)c1ccc(F)cc1 | -2% | -5% | -1.5 | -1% | -11% | -2 | -6% | 5%
Cc1nnc(SCC(=O)c2ccccc2)n1Cc1ccccc1 | 2% | 3% | 1.4 | 3% | 5% | -1 | 1% | -1%
CCOC(=O)C1CCN(C(=O)c2ccc(OC)cc2OC)CC1 | -5% | 1% | -4.3 | 0% | -2% | · | 5% | -13%
CCN(Cc1ccccc1)S(=O)(=O)c1c[nH]c(C(=O)OC)c1 | 3% | -18% | -0.3 | 1% | -2% | -3 | -6% | -7%
Cc1nccn1CC(=O)O | -5% | -2% | -2.3 | 1% | -2% | 8 | -9% | -2%
Cc1oc(-c2ccccc2)nc1C(=O)OCC(=O)NCc1ccc(Cl)cc1 | 2% | 2% | 0.9 | -3% | 3% | -8 | 17% | 1%
CCOc1cc(NC(=S)NCCCN2CCOCC2)c(OCC)cc1NC(=O)c1ccco1 | 9% | -17% | -0.6 | -3% | -8% | 0 | ? | -2%
O=C1[C@H]2[C@@H](c3ccc(C(F)(F)F)cc3)N[C@]3(CCCN(Cc4ccco4)C3=O)[C@H]2C(=O)N1Cc1ccccc1 | -5% | -14% | 1.9 | · | 0% | 8 | -4% | -5%
CCN(CC)S(=O)(=O)c1ccc2[nH]c(=O)cc(C(=O)NCC(c3ccco3)N3CCCC3)c2c1 (configuration not stated) | -2% | 18% | -2.5 | 2% | 1% | 6 | -5% | -6%
O=C(NC1CC1)c1cc(Cl)ccc1[N+](=O)[O-] | 3% | 5% | 1.0 | -1% | 10% | · | -16% | -6%
CCCCCCCCCC1(CC(=O)OCC)SCCN1C(N)=O (configuration not stated) | -33%[inhibitor] | -24% | 0.7 | · | -10% | 32 | -13% | -11%
O=C(OCC(=O)N1CCCc2ccccc21)c1cncc(Br)c1 | -2% | 0% | 0.6 | -5% | 5% | 0 | 19% | 1%
O=C1c2ccccc2C(c2nnnn2-c2ccc3c(c2)OCCO3)N1CCCn1ccnc1 (configuration not stated) | -7% | 9% | 0.1 | · | -4% | -2 | 23% | 1%
COc1ccc(C(=O)Cn2nnc(-c3ccc(N4CCOCC4)cc3)n2)cc1OC | 16% | 0% | -0.1 | -11% | -9% | -14 | -12% | -11%
COc1ccc(S(=O)(=O)N2CCc3ccccc3C2)cc1C(=O)O | 1% | 18% | -1.4 | 1% | 5%[57.1 µM] | -8 | 0% | -2%
O=C1NCCOC(=O)[C@H](Cc2ccc(F)cc2)C/C=C\C[C@H]1CC(=O)N(CCO)Cc1ccccc1 | -3% | 17% | -0.1 | 1% | 1% | -5 | 7% | -3%
CCCC(=O)N(CCN1CCOCC1)c1nc2c(OC)ccc(OC)c2s1 | -6% | 4% | 2.2 | 0% | 9% | 2 | 3% | -10%
COc1ccc(OC)c(NC(=O)c2ccc(OCC(=O)N3CCOCC3)c(OC)c2)c1 | 3% | -1% | 0.2 | 1% | -10% | -4 | -2% | -2%
CCOC(=O)N1CCN(c2c(NCCCN3CCCC(C)C3)c(=O)c2=O)CC1 (configuration not stated) | -2% | -4% | -1.6 | 2% | -1% | -1 | -26% | -12%
CN1CCC(NC(=O)c2cccs2)CC1 | 4% | 2% | -2.5 | -1% | -19% | 0 | -6% | -8%
O=C(Nc1cccc(C2=NCCN2)c1)Nc1cccc(C2=NCCN2)c1 | -8% | 10% | -1.0 | · | 8% | 1 | 8% | -8%
O=C1NC(=O)C2(CCCCCC2)N1 | 3% | 8% | -0.3 | · | -3% | 6 | 9% | 1%
Cc1nn(C(=O)Cn2ccc([N+](=O)[O-])n2)c(C)c1Cl | 1% | -2% | -7.5 | 0% | -7% | -5 | -27% | -11%
O=C(CN(C(=O)c1csnn1)c1ccccc1)NCc1ccc2c(c1)OCO2 | -6% | 14% | -0.1 | -1% | -5%[11.6 µM] | -9 | 14% | -7%
Cc1ccc(CNC(=O)C(CC(C)C)OC(=O)c2ccco2)cc1 (configuration not stated) | 5% | -8% | 1.5 | 1% | 2% | 1 | -22% | 3%
COc1cccc(NS(=O)(=O)c2cc(C)sc2C)c1 | 2% | -4% | -8.9 | -1% | -8% | 6 | -11% | -6%
O=C(/C=C/c1ccc(Br)cc1)c1ccco1 | 14% | 2% | 2.5 | 0% | ? | -10 | -15% | -18%
CCCCSc1nc(O)c(Cc2ccccc2)c(=O)[nH]1 | -9% | 12% | -0.3 | 0% | -3% | -28 | 3% | -12%
Cc1nnc(-c2cnn(C)c2N)n1Cc1ccccc1 | -2% | 11% | 1.8 | -1% | 11% | -3 | 10% | -12%
Cc1ccc(NC(=O)c2ccc3c(=O)n4c(nc3c2)CCC4)cc1S(=O)(=O)N(C)C | 4% | -2% | -2.0 | -2% | -7% | -23 | 11% | -9%
CCc1ccc(NC(=O)c2ccc(OC)c([N+](=O)[O-])c2)cc1 | -1% | -6% | 0.9 | 2% | -7% | 3 | -2% | -5%
Cc1cscc1-c1nc(NCC2CC2)nc2ccsc12 | -1% | ? | 0.4 | · | -5% | 6 | -8% | -5%
CCCCCCNS(=O)(=O)c1ccc(NC(=O)C2CCCO2)cc1 (configuration not stated) | -8% | 3% | 1.0 | 0% | 6% | -19 | 1% | -3%
COC(=O)C(C)NC(=S)N1CCN(c2c(F)cc3c(=O)c(C(=O)O)cn(C4CC4)c3c2OC)CC1C (configuration not stated) | 4% | -3% | -0.7 | 2% | 1% | -4 | 9% | 5%
c1ccc(CN2CCOCCOCCOCCOCC2)cc1 | 10% | 3% | -0.9 | 0% | -6% | 9 | 7% | 1%

Source: PubChem
